NCI-60 one-dose screen, 48 h, at 10 µM unless noted. Numbers give growth in % (100 = growth as untreated, 0 = no growth, -100 = all killed).
SF-539 = SF-539 CNS cancer; 81,000 compounds, 6.8% hits; AID 1794752
SF-268 = SF-268 CNS cancer cells. 82,000 compounds, 3.1% hits. AID 1794759
SNB-19 = SNB-19 CNS cancer cells | 81,000 compounds, 2.5% hits
A498 = A498 renal cancer cells. AID 1794774. 76,000 compounds, 5.4% hits
CAKI-1 = CAKI-1 renal cancer | 75,000 compounds, 4.7% hits | AID 1794772
NCI-H23 = NCI-H23 lung cancer; 80,000 compounds, 4% hits
SNB-75 = SNB-75 CNS cancer; 79,000 compounds, 5% hits; AID 1794750
SF-295 = SF-295 CNS cancer cells; 79,000 compounds, 5.6% hits; AID 1794758
U251 = U251 CNS tumor cells; 80,000 compounds, 5.4% hits
* = called active by the depositor; & = joins results of further samples. The calls were made as follows: active = growth percent below 10; inactive = the rest.

How did CCOC(=O)C(Cc1ccc(OC)c(OC)c1Br)(NC(C)=O)C(=O)OCC do in these assays?
SF-539: 99; SF-268: 106; SNB-19: 101; A498: 98; CAKI-1: 96; NCI-H23: 95; SNB-75: 104; SF-295: 98; U251: 100

Results for O=C1COCCN1c1ccc(NCc2cn(C(=O)c3ccc(Cl)cc3)c3ccccc23)cc1 ?
SF-539: 93; SF-268: 98; SNB-19: 92; A498: -89*; CAKI-1: -29*; NCI-H23: 54; SNB-75: 60; SF-295: 47; U251: 51

How did CC(=O)Nc1ccc(-c2cn(-c3cccc(C(=O)Nc4cc(CN5CCOCC5)cc(C(F)(F)F)c4)c3)nn2)cn1 do in these assays?
SF-539: -100*; SF-268: -28*; SNB-19: -88*; A498: -95*; CAKI-1: -92*; NCI-H23: -93*; SNB-75: -78*; SF-295: -89*; U251: -72*

How did CC1(C)CC[C@]23CC[C@]4(C)[C@H](CC[C@@H]5[C@@]6(C)CC[C@H](N)C(C)(C)[C@@H]6CC[C@]54C)[C@H]2[C@H]1OC3 do in these assays?
SF-539: 74; SF-268: 81; SNB-19: 47; A498: 108; CAKI-1: 1.9*; NCI-H23: 89; SNB-75: 100; SF-295: 78; U251: -48*

Results for O=C(c1ccc(Br)cc1)C(Br)C(c1ccccc1)C(c1ccccc1)[N+](=O)[O-] (stereo not given) ?
SF-539: 106; SF-268: 100; SNB-19: 94; A498: 66; CAKI-1: 92; NCI-H23: 86; SNB-75: 101; SF-295: 96; U251: 99

Results for c1cnc2cc3sc4ncccc4c3nc2c1 ?
SF-539: 106; SF-268: 102; SNB-19: 105; CAKI-1: 104; NCI-H23: 104; SNB-75: 101; SF-295: 101; U251: 103

Results for Cn1c(O)c(C(/C=C/c2ccccc2)=NCCN=C(/C=C/c2ccccc2)c2c(O)n(C)c(=O)n(C)c2=O)c(=O)n(C)c1=O ?
SF-539: 70; SF-268: 57; SNB-19: 81; A498: 92; CAKI-1: 89; NCI-H23: 71; SNB-75: 76; SF-295: 59; U251: 65

How did CC(C)(Sc1cc(C(C)(C)C)c(O)c(C(C)(C)C)c1)Sc1cc(C(C)(C)C)c(OC(=O)CCC(=O)O)c(C(C)(C)C)c1 do in these assays?
SF-539: 48; SF-268: 57; SNB-19: 47; A498: 64; CAKI-1: 54; NCI-H23: 40; SNB-75: 94; SF-295: 42; U251: 34

How did COc1ccc(C(=O)c2cc(C)c(OC)c(C)c2)c(OC)c1OC(=O)C(Cl)Cl do in these assays?
SF-539: -16*; SF-268: 25; SNB-19: 22; CAKI-1: 40; NCI-H23: 29; SNB-75: 56; SF-295: 14; U251: 14

How did O=C(Nc1ccc(F)cc1)Nc1cccc2ccccc12 do in these assays?
SF-539: 96; SF-268: 113; SNB-19: 106; A498: 74; CAKI-1: 90; NCI-H23: 88; SNB-75: 88; U251: 89

Results for ClC1=C2NC=NC2n2c(nnc2-c2ccc(Cl)cc2)N1 (stereo not given) ?
SF-268: 111; SNB-19: 93; A498: 73; CAKI-1: 99; NCI-H23: 107; SNB-75: 107; SF-295: 98; U251: 90

Results for O=C1CCC(Nc2ccc(F)cc2)N1 (stereo not given) ?
SF-539: 113; SF-268: 98; SNB-19: 104; CAKI-1: 97; NCI-H23: 96; SNB-75: 105; SF-295: 104; U251: 107

What do the screens show for `C#CCn1c(-c2cc(OC)c(OC)cc2Br)nc(-c2ccccc2)c1-c1ccccc1`?
SF-539: 63; SF-268: 70; SNB-19: 55; A498: 38; NCI-H23: 43; SNB-75: 43; SF-295: 22; U251: 45

What do the screens show for `O=C(c1ccc(-n2c(=O)[nH]c3ccccc3c2=O)cc1)N1CCCCC1`?
SF-539: 95; SF-268: 87; SNB-19: 92; A498: 109; CAKI-1: 82; NCI-H23: 113; SNB-75: 87; SF-295: 100; U251: 101

Results for NNS(=O)(=O)c1ccc(C(=O)O)cc1 ?
SF-539: 107; SF-268: 101; SNB-19: 107; A498: 92; CAKI-1: 103; NCI-H23: 108; SNB-75: 106; SF-295: 108; U251: 104

What do the screens show for `COc1ccc(-c2cc(=O)c3c(O)cc(O)cc3o2)cc1`?
SF-539: 105&95; SF-268: 99&99; SNB-19: 83&105; A498: 98; CAKI-1: 105&108; NCI-H23: 100&96; SNB-75: 118&99; SF-295: 104&101; U251: 84&93

Results for CC1(C[N+](=O)[O-])CCCC(=O)C1 (stereo not given) ?
SF-539: 107; SF-268: 104; SNB-19: 97; A498: 111; CAKI-1: 100; NCI-H23: 107; SNB-75: 85; SF-295: 95; U251: 101

How did O=C(O)C1Oc2ccccc2C1c1ccccc1 (stereo not given) do in these assays?
SF-539: 108; SF-268: 104; SNB-19: 104; A498: 95; CAKI-1: 94; NCI-H23: 100; SNB-75: 85; SF-295: 96; U251: 108

How did O=C(NO)c1ccc(CNc2nc(-c3ccccc3)c3ccccc3n2)cc1 do in these assays?
SF-539: 1.0*; SF-268: 7.8*; SNB-19: -8.9*; A498: -42*; CAKI-1: -4.8*; NCI-H23: -49*; SNB-75: 29; SF-295: -49*; U251: -38*

Results for Cc1ccc(Cc2c(C=O)nc(N)[nH]c2=O)c2ccccc12 ?
SF-539: 102; SNB-19: 98; A498: 118; CAKI-1: 93; NCI-H23: 98; SNB-75: 93; SF-295: 118; U251: 95

What do the screens show for `COc1ccc(-c2noc(N)c2-c2cc(OC)c3c(c2)OCO3)cc1`?
SF-539: 9.1*; SF-268: 36; SNB-19: 53; CAKI-1: 33; NCI-H23: 28; SNB-75: 4.0*; U251: 11

What do the screens show for `Nc1nc(Cc2ccccc2)cc(-c2cc(Cc3ccccc3)nc(N)n2)n1`?
SF-539: 97; SF-268: 105; A498: 105; CAKI-1: 89; NCI-H23: 102; SNB-75: 91; SF-295: 99; U251: 104

How did O=C(O)C[C@H](O)C[C@H](O)/C=C/c1c(C2CC2)nc2ccccc2c1-c1ccc(F)cc1 do in these assays?
SF-539: 81; SF-268: 32; SNB-19: 75; A498: -29*; CAKI-1: 26; SNB-75: 103; SF-295: 23; U251: 43

Results for CC1CCCC(=O)O1 (stereo not given) ?
SF-539: 95&100; SF-268: 111&102; SNB-19: 111; A498: 98&110; CAKI-1: 102&96; NCI-H23: 97&104; SNB-75: 96&83; SF-295: 102&99; U251: 104&102

How did COCCn1cc(-c2nc(-c3cc4cccnc4n3C)cs2)c2ccccc21 do in these assays?
SF-539: 61; SF-268: 59; SNB-19: 63; A498: 33; CAKI-1: 61; NCI-H23: 39; SNB-75: 61; SF-295: 37; U251: 33

How did COc1cc(/C=C/c2cc(/C=C/c3ccc(O)c(OC)c3)n(-c3c(C)cccc3C)c(=O)n2)ccc1O do in these assays?
SF-539: -24*; SF-268: 8.7*; SNB-19: 14; A498: -6.9*; CAKI-1: 17; NCI-H23: 3.0*; SNB-75: -12*; SF-295: 8.4*; U251: 2.8*

Results for COc1ccc(NC2=NC(C)(CO)CS2)cc1 (stereo not given) ?
SF-539: 90; SF-268: 103; SNB-19: 103; A498: 94; NCI-H23: 97; SNB-75: 84; SF-295: 109; U251: 101

Results for O=C(N/N=C/[C@H](O)[C@@H](O)[C@@H](O)[C@H](O)CO)c1ccc(NC(=O)c2cccnc2)cc1 ?
SF-539: 106; SF-268: 103; SNB-19: 97; A498: 107; CAKI-1: 101; NCI-H23: 110; SNB-75: 93; SF-295: 102; U251: 102

How did CCC(=O)Nc1ccc(Cl)cc1 do in these assays?
SF-539: 101; SF-268: 98; SNB-19: 100; A498: 105; CAKI-1: 102; NCI-H23: 106; SNB-75: 115; SF-295: 101; U251: 89

What do the screens show for `CC(CCO)CC(C)(C)C` (stereo not given)?
SF-539: 103; SF-268: 99; SNB-19: 99; A498: 98; CAKI-1: 98; NCI-H23: 98; SNB-75: 86; SF-295: 93; U251: 98

How did CNC(=O)c1cc(N2CCc3cc(NC(=O)Nc4ccc(Cl)c(Cl)c4)ccc32)ccn1 do in these assays?
SF-539: 56; SF-268: 104; SNB-19: 81; A498: 89; CAKI-1: 82; NCI-H23: 96; SNB-75: 88; SF-295: 72; U251: 70

Results for CN(C[C@H]1Cc2c(cccc2N2CCN3CCC[C@@H]3C2)CN1)[C@H]1CCCc2cccnc21 ?
SF-539: 93; SF-268: 62; SNB-19: 70; A498: 81; CAKI-1: 53; NCI-H23: 87; SNB-75: 88; SF-295: 51; U251: 51

Results for Nc1nc(=O)n(C2CCCCO2)cc1Br (stereo not given) ?
SF-539: 112; SF-268: 113; SNB-19: 96; A498: 118; CAKI-1: 103; NCI-H23: 114; SNB-75: 87; SF-295: 120; U251: 104

Results for CC1=CC(=O)C2(C)C(C)=C(C)C12C (stereo not given) ?
SF-539: 104; SF-268: 102; SNB-19: 93; A498: 59; CAKI-1: 93; NCI-H23: 100; SNB-75: 97; SF-295: 102; U251: 84

How did CC(=O)OCC1OC(OC(C)=O)C(NC(=O)NS(=O)(=O)c2ccc(CCNC(=O)c3cccc(Cl)c3)cc2)C(OC(C)=O)C1OC(C)=O (stereo not given) do in these assays?
SF-539: 98; SF-268: 99; SNB-19: 100; CAKI-1: 92; NCI-H23: 100; SNB-75: 91; SF-295: 103; U251: 106

Results for O=[N+]([O-])c1ccc2c(c1)COCO2 ?
SF-539: 100; SF-268: 120; SNB-19: 101; A498: 103; CAKI-1: 99; NCI-H23: 103; SF-295: 108; U251: 96

What do the screens show for `CCOC(=O)C(O)c1ccc(OCc2ccccc2)cc1` (stereo not given)?
SF-539: 100; SF-268: 99; SNB-19: 106; A498: 119; NCI-H23: 99; SNB-75: 93; SF-295: 93; U251: 95

What do the screens show for `CC(=O)N(Cn1c(=O)[nH]c2ccccc2c1=O)c1nc2ccccc2c(=O)o1`?
SF-539: 91; SF-268: 96; SNB-19: 94; A498: 115; CAKI-1: 80; NCI-H23: 92; SNB-75: 62; SF-295: 97; U251: 93

Results for CCc1ccccc1-n1c(-c2ccc(OC)cc2)cc(-c2ccc(OC)cc2)c(C#N)c1=O ?
SF-539: 23; SF-268: 52; SNB-19: 34; A498: 69; CAKI-1: 78; NCI-H23: 74; SNB-75: 2.6*; SF-295: 55; U251: 61

A draw from above in order of SMILES length, highest first.
How did CC(=O)OCC1OC(OC(C)=O)C(NC(=O)NS(=O)(=O)c2ccc(CCNC(=O)c3cccc(Cl)c3)cc2)C(OC(C)=O)C1OC(C)=O (stereo not given) do in these assays?
SF-539: 98; SF-268: 99; SNB-19: 100; CAKI-1: 92; NCI-H23: 100; SNB-75: 91; SF-295: 103; U251: 106

Results for CCc1ccccc1-n1c(-c2ccc(OC)cc2)cc(-c2ccc(OC)cc2)c(C#N)c1=O ?
SF-539: 23; SF-268: 52; SNB-19: 34; A498: 69; CAKI-1: 78; NCI-H23: 74; SNB-75: 2.6*; SF-295: 55; U251: 61

How did CNC(=O)c1cc(N2CCc3cc(NC(=O)Nc4ccc(Cl)c(Cl)c4)ccc32)ccn1 do in these assays?
SF-539: 56; SF-268: 104; SNB-19: 81; A498: 89; CAKI-1: 82; NCI-H23: 96; SNB-75: 88; SF-295: 72; U251: 70

What do the screens show for `CC(=O)N(Cn1c(=O)[nH]c2ccccc2c1=O)c1nc2ccccc2c(=O)o1`?
SF-539: 91; SF-268: 96; SNB-19: 94; A498: 115; CAKI-1: 80; NCI-H23: 92; SNB-75: 62; SF-295: 97; U251: 93

What do the screens show for `CCOC(=O)C(O)c1ccc(OCc2ccccc2)cc1` (stereo not given)?
SF-539: 100; SF-268: 99; SNB-19: 106; A498: 119; NCI-H23: 99; SNB-75: 93; SF-295: 93; U251: 95

Results for CC1=CC(=O)C2(C)C(C)=C(C)C12C (stereo not given) ?
SF-539: 104; SF-268: 102; SNB-19: 93; A498: 59; CAKI-1: 93; NCI-H23: 100; SNB-75: 97; SF-295: 102; U251: 84

How did CCC(=O)Nc1ccc(Cl)cc1 do in these assays?
SF-539: 101; SF-268: 98; SNB-19: 100; A498: 105; CAKI-1: 102; NCI-H23: 106; SNB-75: 115; SF-295: 101; U251: 89

What do the screens show for `CC(CCO)CC(C)(C)C` (stereo not given)?
SF-539: 103; SF-268: 99; SNB-19: 99; A498: 98; CAKI-1: 98; NCI-H23: 98; SNB-75: 86; SF-295: 93; U251: 98

High-throughput results: PubChem BioAssay, NCI
